HTT ATP protect: qHTS Multiplex Assay to Identify Dual Action Probes in a Cell Model of Huntington: Cytoprotection (ATP); PC12 HTT-Q103 induced, cytoprotection, ATP luminescence, 40 h; Potency, µM (series often up to 56.4 µM), for inactives: cytoprotection (ATP increase), most hits filed as activators; actives 0.14% (n = 230,000); AID 1471, 2008;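 note: potency is the fitted concentration of half-maximal effect; % of control where 0% means no effect; nearly all actives have a fitted effect of over 45% in size; toxic huntingtin expression switched on by the ecdysone agonist tebufenozide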
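Compounds were screened for protection of PC12 cells against cell death after tebufenozide induction (100 nM final) of mutant Huntingtin exon 1 (Q103) fused to GFP.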
HttQ103 aggreg: qHTS Multiplex Assay to Identify Dual Action Probes in a Cell Model of Huntington: Aggregate Formation (GFP). PC12 HttQ103-GFP aggregates, Acumen cytometry, 40 h. Potency, µM (doses to about 46.1 µM), for the others: at the highest dose activity change, negative = inhibition, hits mostly inhibitors. actives 1.1% (n = 220,000). AID 1688, 2009; note: potency is the fitted concentration of half-maximal effect; % is set by controls: 0 for no effect and ±100 for the full control effect; nearly all actives have a fitted effect of over 60% in size
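Read-out: GFP aggregate count by laser scanning cytometer (488 nm excitation, 500-530 nm emission, 1–25 µm objects >6 SD above background). Cells: PC12, inducible HTTex1-Q103-GFP, 100 nM tebufenozide; compounds titrated.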
IMPase Li inh: qHTS Assay for Identifying the Cell-Membrane Permeable IMPase Inhibitors: Potentiation with Lithium; Potency, µM (titrated, usually from 59.4 µM), inactives show at the highest dose activity, negative = IMPase inhibition, most hits filed as inhibitors; CHO-M1 cells, IP1 TR-FRET (IP-One), carbachol + lithium; actives 0.35% (n = 210,000);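 note: IP1 builds up when IMPase is blocked and the TR-FRET signal falls; potency is the fitted concentration of half-maximal effect; plate controls were basal vehicle for no effect and high inhibitor control for full effect; nearly all actives have a fitted effect of over 50% in size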
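Test compounds were applied to CHO-M1 cells previously cultured for 16–30 h at 2000 per well. A small lithium amount accompanied them; after 30 min at 37C, IP1 was quantified by TR-FRET.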
Lamin A splicing: qHTS Assay for Modulators of Lamin A Splicing | HeLa LMNA splicing GFP/RFP minigene ratio, 48 h | AID 1487, 2009 | Potency, µM (doses to about 46.1 µM), inactives show top-dose ratio change, negative = inhibition, usual class: inhibitors | actives 0.01% (n = 200,000); active = well fitted inhibition curve with a large enough effect in the signal ratio, with a control signal flat, not every such curve was filed as active; inconclusive = small, poorly fitted or top-dose-only effect, or effect the other way, or a change in a side signal; the % refers to the signal ratio; note: potency is the fitted concentration of half-maximal effect; % is set by controls: 0 for no effect and ±100 for the full control effect
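S3 HeLa stable clones carrying a lamin A-EGFP splicing minigene plus DsRed2 were seeded at 600 cells/well in Opti-MEM with 2% FBS, pin-dosed and incubated 48 h at 37°C. Acumen cytometry (488 nm) gave the GFP/RFP total-intensity ratio.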
KinaseGlo FLuc: Counterscreen for Luciferase (Kinase-Glo TM) Inhibition | Luciferin 4-monooxygenase (Photuris pensylvanica), Q27757 | Kinase-Glo luciferase, ATP luminescence, 8 min | Potency, µM (top dose mostly 38.3 µM), inactives show at the highest dose activity change, negative = inhibition, usual class: inhibitors | actives 0.28% (n = 200,000); note: potency is the fitted concentration of half-maximal effect; % is set by controls: 0 for no effect and ±100 for the full control effect; nearly all actives have a fitted effect of over 60% in size
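Light output from Kinase-Glo luciferase with luciferin and 10 uM ATP in 50 mM imidazole pH 7.2, KCl, MgCl2, Tween 20, BSA; compound pin-delivered, 8-min ambient incubation, then luminescence read.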
CBFb RUNX1 block: qHTS Assay for Compounds Blocking the Interaction Between CBF-beta and RUNX1 for the Treatment of Acute Myeloid Leukemia; Potency, µM (series often up to 59.8 µM), for the others: at the highest dose activity, negative = inhibition, most hits filed as inhibitors; AlphaScreen CBFb-His/RUNX1-biotin binding, biochemical; 230,000 tested, under 10 active; note: % of control where 0% means no effect
Target sequence (Q01196 whole entry, looked up): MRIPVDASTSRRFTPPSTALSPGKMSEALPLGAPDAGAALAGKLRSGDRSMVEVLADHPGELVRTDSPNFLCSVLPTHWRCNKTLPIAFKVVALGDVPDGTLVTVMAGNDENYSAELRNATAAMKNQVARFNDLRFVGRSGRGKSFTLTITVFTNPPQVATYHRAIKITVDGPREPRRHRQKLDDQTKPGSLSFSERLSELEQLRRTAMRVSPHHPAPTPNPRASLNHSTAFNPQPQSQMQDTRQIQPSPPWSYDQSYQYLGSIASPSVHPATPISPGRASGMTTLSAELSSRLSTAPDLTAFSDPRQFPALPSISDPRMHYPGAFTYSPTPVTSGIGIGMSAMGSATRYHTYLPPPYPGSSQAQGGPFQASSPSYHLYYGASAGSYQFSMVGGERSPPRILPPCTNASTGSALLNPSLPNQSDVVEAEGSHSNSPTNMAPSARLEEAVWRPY
Target sequence (Q13951 whole entry, looked up): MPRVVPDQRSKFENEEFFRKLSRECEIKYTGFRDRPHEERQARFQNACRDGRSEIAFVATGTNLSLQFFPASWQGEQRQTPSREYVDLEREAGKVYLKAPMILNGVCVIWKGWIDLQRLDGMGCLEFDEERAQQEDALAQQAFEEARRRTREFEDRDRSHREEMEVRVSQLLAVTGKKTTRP
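Proteins preincubated together for 20 min at RT before compound addition; 15 min later, nickel and streptavidin beads were added and left 90 min prior to AlphaScreen measurement.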
SMN2 splice enh: qHTS Assay for Enhancers of SMN2 Splice Variant Expression; actives 2.8% (n = 210,000); HEK293 SMN2-luciferase splicing reporter, luminescence, 30-36 h; Potency, µM (titrated, usually from 46.1 µM), for the others: top-dose activity change, positive = activation, usual class: activators; note: potency is the fitted concentration of half-maximal effect; % of control where 0% means no effect; nearly all actives have a fitted effect of over 55% in size
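HEK293 cells carry an SMN2 minigene-luciferase reporter in which exon 7 inclusion puts luciferase in frame. Cells were seeded at 2000 cells/well, attached for 10-12 hours, then exposed to compounds for 30-36 hours at 37C before ONE-Glo luminescence.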
Starred values were filed as active, the others as inactive; u = inconclusive; x = not tested or not shown; [ ] = dose if it differs, or a comment. Unless noted, calls come from the whole dose curve; as a rule, active = well fitted curve in the direction sought with a large enough effect; inconclusive = small, poorly fitted or top-dose-only effect, or another doubt; inactive = no such curve, though single readings can be large; an effect the other way counts as inactive or inconclusive. Compounds were not picked by outcome; about 4% have a hit in one of these screens.

The first 8 compounds, ahead of the listing:
| mol | KinaseGlo FLuc | Lamin A splicing | SMN2 splice enh | HTT ATP protect | HttQ103 aggreg | CBFb RUNX1 block | IMPase Li inh |
| --- | --- | --- | --- | --- | --- | --- | --- |
| COC(=O)NC1(C(F)(F)F)NC(=O)N(C2CCCCC2)C1=O (stereo not given) | -2% | -6% | 18% | -7% | 13% | 6% | 12%[38.3 µM] |
| CCN(CC)C(=O)CCSc1nnc(-c2ccco2)o1 | -2% | x | 23% | 0% | -5% | 9% | -16% |
| COCCSc1ccccc1C(=O)Nc1ccc2c(c1)OCCO2 | -4% | -5% | 10% | -4% | 11% | -1% | 29%[38.3 µM] |
| CCn1cc(C(=O)N2CCOCC2)c(=O)c2cc(S(=O)(=O)N(C)C3CCCCC3)ccc21 | 1% | -4% | 8% | 0% | -3% | 5% | 22%[38.3 µM] |
| Nc1nnn(CC(=O)N/N=C/c2cccc(Cl)c2)n1 | x | x | x | 6%[10 µM] | 5%[9.22 µM] | 5% | x |
| CCc1cccc(CC)c1-n1c(-c2cccnc2)n[nH]c1=S | -4% | -1%[46 µM] | 13% | 20%[10 µM] | -11% | 1% | 2% |
| Cc1ccc2cc(CCNC(=O)c3ccc(S(=O)(=O)N4CCCCC4)cc3)c(=O)[nH]c2c1 | 6% | x | -9% | -32% | 13%[9.22 µM] | -2% | 6% |
| CCOC(=O)c1cc(-c2ccc(C)cc2)n(CCC(=O)NCCN(C)C)c1C | -4% | 2% | -9% | 9% | 14% | 2% | 0%[38.3 µM] |

The list itself, from the first entry:
| mol | KinaseGlo FLuc | Lamin A splicing | SMN2 splice enh | HTT ATP protect | HttQ103 aggreg | CBFb RUNX1 block | IMPase Li inh |
| --- | --- | --- | --- | --- | --- | --- | --- |
| COC(=O)NC1(C(F)(F)F)NC(=O)N(C2CCCCC2)C1=O (stereo not given) | -2% | -6% | 18% | -7% | 13% | 6% | 12%[38.3 µM] |
| CCN(CC)C(=O)CCSc1nnc(-c2ccco2)o1 | -2% | x | 23% | 0% | -5% | 9% | -16% |
| COCCSc1ccccc1C(=O)Nc1ccc2c(c1)OCCO2 | -4% | -5% | 10% | -4% | 11% | -1% | 29%[38.3 µM] |
| CCn1cc(C(=O)N2CCOCC2)c(=O)c2cc(S(=O)(=O)N(C)C3CCCCC3)ccc21 | 1% | -4% | 8% | 0% | -3% | 5% | 22%[38.3 µM] |
| Nc1nnn(CC(=O)N/N=C/c2cccc(Cl)c2)n1 | x | x | x | 6%[10 µM] | 5%[9.22 µM] | 5% | x |
| CCc1cccc(CC)c1-n1c(-c2cccnc2)n[nH]c1=S | -4% | -1%[46 µM] | 13% | 20%[10 µM] | -11% | 1% | 2% |
| Cc1ccc2cc(CCNC(=O)c3ccc(S(=O)(=O)N4CCCCC4)cc3)c(=O)[nH]c2c1 | 6% | x | -9% | -32% | 13%[9.22 µM] | -2% | 6% |
| CCOC(=O)c1cc(-c2ccc(C)cc2)n(CCC(=O)NCCN(C)C)c1C | -4% | 2% | -9% | 9% | 14% | 2% | 0%[38.3 µM] |
| Cc1nc(NC(=O)/C=C/c2ccccc2)sc1C(=O)N1CCCCC1 | -2% | x | 1% | 7%[10 µM] | -1%[9.22 µM] | 3% | 8% |
| CCOC(=O)c1c(CSc2cccs2)n(C)c2cc(Br)c(O)c(CN(C)C)c12 | 0% | u | -23% | x | x | -7% | 17% |
| CC1CCc2nc3ccc(S(=O)(=O)N4CCC(C(=O)N5CCCCCC5)CC4)cc3c(C(=O)O)c2C1 (stereo not given) | 1% | 31%[46 µM] | -30% | -13% | -1% | -10% | 0% |
| CCCCOc1ccc(Cc2cnc(N)nc2N)cc1 | x | x | x | 10%[10 µM] | -19%[9.22 µM] | 6% | x |
| CC(C)Cc1cc(C(=O)NCc2ccco2)no1 | x | x | x | -5%[10 µM] | -9%[9.22 µM] | 6% | -5% |
| O=C(c1ccccc1)N1CCN(C(=O)c2ccccc2)C1c1ccccc1 | -5% | 10% | 2% | 27% | 11% | 3% | -2%[38.3 µM] |
| Cc1c(Br)c([N+](=O)[O-])nn1CC(=O)Nc1ccc(Cc2ccncc2)cc1 | -2% | u | -89%[inhibitor] | x | u | -9% | 24% |
| O=C(c1ccc(Cn2c(=S)[nH]c3cc4c(cc3c2=O)OCO4)cc1)N1CCN(c2ncccn2)CC1 | 2% | -28%[46 µM] | -49%[inhibitor] | -4% | u | -8% | 13% |
| CC(C)CNC(=O)c1oc2ccccc2c1COc1ccccc1 | 2% | 17% | -30% | x | -5% | 23% | 15% |
| O=C1/C(=C\c2ccco2)SC(=S)N1c1ccc(O)cc1 | 0% | u | -9% | x | -25% | u | -1% |
| Cc1[nH]c(=O)[nH]c(=O)c1S(=O)(=O)N1CCCC(C(=O)N2CCN(c3cccc(C(F)(F)F)c3)CC2)C1 (stereo not given) | 1% | x | 9% | -27% | u | 7% | -5% |
| CCCCNC(=O)NNC(=O)COc1cc(C)cc(C)c1 | 2% | 8% | 16% | x | 1% | 0% | -3% |
| COc1ccc(CC(=O)N2CCN=C2SCc2cccc([N+](=O)[O-])c2)cc1 | 1% | x | -14% | x | -18% | -1% | 15% |
| CC(C)N(Cc1nc(-c2ccc(Cl)cc2)no1)C(=O)CN(C)S(=O)(=O)c1ccc(Cl)cc1 | 3% | u | -24% | 2%[0.074 µM] | -27% | 7% | 29%[38.3 µM] |
| COc1cccc(NC(=O)c2ccc(S(=O)(=O)N3CCCCC3)cc2)c1 | 1% | -15% | -17% | 3%[10 µM] | -20% | 11% | 22%[38.3 µM] |
| CCOc1ccc(C(=O)N2CCc3cc(OC)c(OC)cc3C2)cc1OCC | 2% | u | -7% | -24%[0.074 µM] | 9% | 5% | -6%[38.3 µM] |
| Oc1ccccc1/C=N/n1c(-c2cccs2)n[nH]c1=S | -1% | -1% | 3% | -17% | 18% | -16% | -4%[38.3 µM] |
| COc1ccc(NC(=O)CCN2CCN(S(=O)(=O)c3cc(Cl)ccc3OC)CC2)cc1 | -3% | -14% | -6% | 24%[10 µM] | -8% | 5% | 4% |
| CCCCOc1ccc(C(=O)N/C(=C/C=C/c2ccccc2)C(=O)NCCO)cc1 | 2% | -6% | -3% | 7%[10 µM] | 13% | 11% | 4% |
| Cc1ccc(-n2nc(CC#N)c(C#N)c2N)cc1Cl | x | -5% | x | u | u | -4% | x |
| CC(C)(C)[C@@H]1C=C(C(=O)Nc2ccccc2)O[C@H](OCc2ccc(CO)cc2)C1 | x | x | x | 10%[10 µM] | 38%[9.22 µM] | 10% | 10% |
| Cc1ccc(S(=O)(=O)N2CCN(Cc3nc4sc(C)c(C)c4c(=O)[nH]3)CC2)cc1 | -4% | u | -20% | -5% | u | 3% | u |
| O=C(Nc1nc(-c2cccnc2)cs1)c1ccc([N+](=O)[O-])cc1 | x | x | x | 3%[10 µM] | -4%[9.22 µM] | -17% | x |
| O=C1C2C3C=CC(c4ccccc4)(C2C(=O)N1c1cccc(Cl)c1)C1C(=O)N(c2cccc(Cl)c2)C(=O)C31 (stereo not given) | 2% | u | 2% | -9%[1.9 µM] | 0% | -1% | -1% |
| CCC1(C(=O)OC)NC(c2ccco2)C2C(=O)N(c3ccccc3)C(=O)C21 (stereo not given) | -1% | 15% | -8% | -1% | -2% | -4% | -14%[38.3 µM] |
| COc1ccc(CN2C(=O)c3ccccc3C2C(=O)NCc2cccnc2)c(OC)c1 (stereo not given) | 10% | 0% | -7% | -8% | 26% | 11% | -7%[38.3 µM] |
| CC(=O)NCC(=O)N1CCCC(C(=O)c2ccc3c4c(cccc24)CC3)C1 (stereo not given) | 0% | 9%[46 µM] | x | -16%[10 µM] | -4%[9.22 µM] | 1% | -4% |
| O=C(CCCNC(=O)c1ccc(Cl)cc1)Nc1ccc(S(=O)(=O)Nc2ncccn2)cc1 | x | x | x | 14%[10 µM] | 6%[9.22 µM] | 4% | x |
| Cc1c(NC(=O)Oc2ccccc2)sc(=S)n1C | 4% | 7% | 3% | -4% | 0%[9.22 µM] | 1% | -4%[38.3 µM] |
| Cc1n[nH]c(C)c1SCC(=O)Nc1ccc(F)cc1 | 1% | -16% | 0% | -25%[0.074 µM] | 5% | 2% | -1% |
| CN(Cc1ccccc1)C(=O)NC1CCCCC1 | 0% | -3% | -3% | -7%[10 µM] | 21% | -1% | 4% |
| O=C(CSc1ccc(-c2ccc(Br)cc2)nn1)N1CCOCC1 | 7% | u | -13% | -67%[inhibitor] | -4% | 1% | 4% |
| Cc1ccc(NC(=O)C[n+]2cc(-c3ccccc3)n3c2CCC3)cc1 | x | x | x | 10%[10 µM] | 3%[9.22 µM] | -2% | x |
| c1coc(-c2nnc(SCc3nc4ccccc4[nH]3)o2)c1 | 15% | -1% | -19% | -37%[inhibitor][0.074 µM] | -16% | -10% | -5%[38.3 µM] |
| CN1C(=O)C2CN(CCc3ccccc3)CNC2N(C)C1=O (stereo not given) | 2% | 6% | 1% | -15% | -4% | 2% | 4%[38.3 µM] |
| CC(=O)c1cccc(N(CC(=O)Nc2ccccc2F)S(C)(=O)=O)c1 | 3% | 7%[46 µM] | 7% | x | -7% | 18% | 1% |
| Cc1nc2ccccc2c(=O)n1NC(=O)Cc1ccc([N+](=O)[O-])cc1 | 4% | x | 0% | -14% | -3% | -16% | -4% |
| O=C(O)CSc1nc(-c2ccc(Cl)cc2)nc2c1oc1ccccc12 | 0% | u | 12% | x | 0% | 10% | -5% |
| O=C1C(Cl)=C(N2CCOCC2)C(=O)N1c1ccccc1 | -5% | u | u | -10% | -5% | 6% | 20%[38.3 µM] |
| COc1ccc(N(Cc2ccccc2)S(=O)(=O)c2cccc(C(=O)NC3=NCCS3)c2)cc1 | 0% | 11%[0.0737 µM] | -2% | 12% | -2% | -5% | 11%[38.3 µM] |
| NC(=S)NNC(=O)c1cccc(Br)c1 | 0% | x | 24% | 13% | 7% | -3% | -2% |
| CCn1cc(C(=O)N2CCOCC2)c(=O)c2cc(S(=O)(=O)N(C)C)ccc21 | -2% | -5% | 4% | -3% | 4% | -1% | 3%[38.3 µM] |
| Cn1cc(SCC(=O)Nc2nc3ccccc3s2)c2ccccc21 | 1% | u | -28% | -17%[0.074 µM] | 26% | -11% | 14% |
